# FECH block = inhibitors of human ferrochelatase, primary screen, biochemical, purified FECH, Ni-mesoporphyrin absorbance | Ferrochelatase, mitochondrial (Homo sapiens), P22830 | Ni-mesoporphyrin absorbance 550 nm | calls only at 10 µM (by protocol) | actives 3.3% (n = 20,000) | AID 1671448, 2021;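 active = enzyme reaction rate more than 3 SD below the solvent-only control wells on the same plate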;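 also: lower slope than DMSO wells means FECH inhibition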
# Target sequence (P22830 whole entry, looked up): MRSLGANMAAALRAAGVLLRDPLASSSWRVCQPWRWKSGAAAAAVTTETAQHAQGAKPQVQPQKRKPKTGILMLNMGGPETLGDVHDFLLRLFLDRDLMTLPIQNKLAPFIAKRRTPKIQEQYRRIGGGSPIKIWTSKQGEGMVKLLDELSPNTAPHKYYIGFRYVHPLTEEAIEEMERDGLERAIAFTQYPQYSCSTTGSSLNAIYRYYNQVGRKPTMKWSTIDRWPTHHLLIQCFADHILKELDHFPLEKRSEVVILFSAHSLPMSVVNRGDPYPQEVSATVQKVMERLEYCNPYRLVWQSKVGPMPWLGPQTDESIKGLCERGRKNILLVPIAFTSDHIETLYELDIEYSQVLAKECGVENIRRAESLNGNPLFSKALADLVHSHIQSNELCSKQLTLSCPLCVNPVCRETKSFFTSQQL
# Calls only; i = inactive; + = active, no number. A portion of the library. The share of hits here may be higher or lower than overall.
SMILES,FECH block
Cc1ccc(-n2ncc3c(-n4nc(C)cc4NC(=O)c4ccc(C(C)(C)C)cc4)ncnc32)c(C)c1,i
Cc1c(S(=O)(=O)N2CCN(c3cc(-c4ccc(F)cc4)ncn3)CC2)cnn1C(F)F,i
CS(=O)(=O)c1ccc(-c2nccn2CCn2ccnc2)cc1,i
Cc1cc(N2CCCC2)nc(Nc2ccc(NC(=O)c3ccccc3C)cc2)n1,i
Cc1cc(C)cc(CCC(=O)NC(C)c2n[nH]c(C)n2)c1 (configuration not stated),i
Cc1cc(C2CCC2)nc(NCC(C)(C)N2CCOCC2)n1,i
Cc1cc(=O)[nH]c(NCCn2cnc(-c3ccccc3)c2-c2ccc(C)o2)n1,i
O=C(c1ccc[nH]c1=O)N1CCC2(CCCO2)CC1,i
COc1cccc(-c2cc(N3CCN(S(=O)(=O)c4ccc(C)cc4C)CC3)ncn2)c1,i
CCCn1c(CNS(=O)(=O)c2ccc(C)c(C)c2)nc2cccnc21,i
O=C(Nc1ccnn1C1CCN(c2ncccn2)CC1)c1ccc2c(c1)OCO2,i
COc1ccc(Nc2cc(C)nc(Nc3ccc(NC(=O)c4ccc(C)c(C)c4)cc3)n2)cc1,i
Cc1cc(C(F)F)n2nc(C(=O)N3CCCC3c3ccc(F)cc3)nc2n1 (configuration not stated),i
CCOc1c(NC2CC2)c(=O)c1=O,i
NS(=O)(=O)c1ccc(CCNC(=O)CCc2nnc3c(=O)n(-c4cccc(F)c4)ccn23)cc1,i
COc1ccc(Cn2c(CNC(=O)c3ccc(F)cc3)nc3cccnc32)cc1,i
CCc1ccc2c(c1)-c1ccccc1S(=O)(=O)N2CC(=O)Nc1ccccc1Oc1ccccc1,i
O=C(O)c1cc2n(n1)CCN(C(=O)c1ccc(Oc3ccccc3)o1)C2,i
Cc1cccc(NS(=O)(=O)c2ccc3c(c2)CCN3C(=O)CCC(=O)N2CCCCCC2)c1,i
CCn1ncc(C(=O)NCCc2nccc(-c3ccccc3)n2)c1C,i
O=C(CN1CCCN(Cc2ccccc2)S1(=O)=O)NCc1ccc(F)cc1,i
CNC(=O)C1CCC(Cn2c(=O)c3sccc3n(CC(=O)NC(C)C)c2=O)CC1 (configuration not stated),i
COc1ccc(-c2cc(N3CCN(C(=O)Nc4ccc(C)c(Cl)c4)CC3)ncn2)cc1,i
CCOC(=O)c1cc2ccsc2n1CC(=O)NCCCc1ccccc1,i
CN(Cc1sc2ccccc2c1Cl)c1ncnc2c1CCNC2,i
SMILES,FECH block
Cc1nn(C)c(C)c1CN(C(=O)CCN(C)S(C)(=O)=O)C(C)C,i
Cc1cccc(-n2c(CN3CCN(S(=O)(=O)c4ccc(Cl)cc4C)CC3)nc3cccnc32)c1,i
O=C(NC1CC1)C1CCCN(C2CCN(c3cc(C4CC4)ncn3)CC2)C1 (configuration not stated),i
COc1ccc(CN2C(=O)O[C@@H]3CN(C(=O)c4ccc[nH]4)C[C@@H]32)cc1OC,i
O=C(CSc1ccccc1)NCCn1c(-c2ccncc2)nc2cccnc21,i
CCCc1cc(Sc2ccc(NC(=O)Nc3ccc(F)cc3)cc2)n2ncnc2n1,i
CCc1ncc(C(=O)NCC(c2cccnc2)N2CCCC2)cn1 (configuration not stated),i
Cc1ccc(-c2nnc(-c3nc(N4CCCCCC4)c4ccccc4n3)o2)cc1,i
Cc1ccc(-c2ccnc(-c3ccccc3CN3CCOCC3)n2)c(C)n1,i
CN(Cc1cccnc1)C(=O)c1ccc(CSc2ncccn2)o1,i
O=S(=O)(NCc1ccccc1)N1CCN(C/C=C/c2ccccc2)CC1,i
Cc1cc(N2CCC3(CC2)CNC(=O)C3)nc2cc(F)ccc12,i
O=C(c1ccc(-c2ccoc2)nc1)N1CCCN(C2CCCCC2)CC1,i
Cc1cc(C)n2nc(CN(C(=O)c3ccccc3F)c3cccc(Cl)c3)nc2n1,i
CCc1cc(-c2ccc(S(C)(=O)=O)cc2)ccc1NC(C)=O,i
Cc1ccc(C)c(NC(=O)CN2CCN(Cc3ccccc3Cl)S2(=O)=O)c1,i
COC(=O)CC1=CC(=O)N(CC(=O)Nc2cccc(SC)c2)c2ccccc2N1,i
Cc1cc(NC(=O)COc2ccccc2)n(-c2ncnc3c2cnn3-c2cccc(C)c2C)n1,i
CCCCC(=O)Nc1cc(Cl)ccc1OCc1cc(=O)n2oc(C)cc2n1,i
C#CCN(C)C(=O)c1ccc(OCC(N)=O)cc1,i
COc1ccc(NC(=O)CN2C(=O)CC(c3ccccc3)=Nc3ccccc32)cc1,i
CCOCC(=O)N1CCN(C23CC4CC(CC(C4)C2)C3)CC1,i
CNC(=O)[C@@H]1C[C@@H](N)CN1C(=O)CCc1ccc(-c2ccc(C)cc2)o1,i
COc1ccccc1NC(=O)CN1C(=O)CCc2cc(S(=O)(=O)N3CCCC3)ccc21,i
CCCC(=O)N1CCc2c(c(C(=O)NCc3ccccc3)nn2C)C1,i
SMILES,FECH block
O=C(NCCN1CCCCCC1)C1CCN(c2ccc(-c3cccs3)nn2)CC1,i
COc1ccc(-c2cc(N3CCN(S(=O)(=O)c4c(C)noc4C)CC3)ncn2)cc1,i
Cc1cccc(-c2cc(Nc3ccccc3Cl)nc(C)n2)c1,i
c1ccc(C(c2ccccc2)c2n[nH]c3c2CN(CCc2cn[nH]c2)CC3)cc1,i
O=S(=O)(NCCn1c(-c2ccc(F)cc2)nc2cccnc21)c1ccc(F)cc1,i
O=C(NCCCN1CCc2ccccc2C1)C1CCN(c2ncnc3c2nc2n3CCCCC2)CC1,i
COc1ccc(Cl)cc1N(C)C(=O)C1CCCN(c2ncnc3c2nc2n3CCCCC2)C1 (configuration not stated),i
C=C(C)COc1cccc(C(=O)NCCc2nc(C)c3c(n2)CCCC3)c1,i
COc1c[nH]c(C(=O)N2CCCC(CCc3ccc(F)c(F)c3)C2)cc1=O (configuration not stated),i
CCCSCCCN1C(=O)c2nc3ccccc3n2CC1(C)C(=O)NCCC(C)C (configuration not stated),i
Cc1cccc(CN2CCC3(CCCN(C(=O)COc4ccccc4)C3)C2)n1 (configuration not stated),i
CCCNC(=O)c1cc2n(n1)CC(C)(C(=O)NCc1ccc(C)cc1)N(C)C2=O (configuration not stated),i
Cc1ccc2cc(C3(O)CCN(C(=O)c4cncc(Cl)c4)CC3)ccc2n1,i
COc1cccc(Cn2c(CNC(=O)c3ccc(OC)c(OC)c3)nc3cccnc32)c1,i
COc1ccc(NC(=O)CC(=O)N2CCN(C)C3(CCN(C)CC3)C2)cc1,+
O=C(O)c1[nH]ncc1CN1CCO[C@@H]2CCCC[C@H]21,i
Cn1c(=O)c2c(-c3ccc(F)cc3)c(Nc3ccccc3)oc2n(C)c1=O,i
CN1C(=O)c2ccccc2Sc2cc(-c3noc(CN4C(=O)COc5ccccc54)n3)ccc21,i
CCN1CCN(c2nc(Nc3ccccc3)c3cnn(-c4ccccc4)c3n2)CC1,i
COC(=O)c1cccc(CN2CCC(c3nc4c(C)cccc4[nH]3)CC2)n1,i
O=c1[nH]c2ccccc2cc1CN1CC[C@@H](c2ccc3c(c2)OCO3)[C@H](O)C1,i
Cc1cc(C)n(CCNC(C)COc2ccccc2)c(=O)n1 (configuration not stated),i
O=C(Nc1ccccc1Cl)C1CCN(c2ncnc3c2nc2n3CCCCC2)CC1,i
CCCc1cc(Sc2ccc(NC(=O)Nc3cc(Cl)ccc3C)cc2)n2ncnc2n1,i
COc1ccc(N2C(=O)CCS2(=O)=O)cc1S(=O)(=O)N1CCCC1,i

# Reprinted from the part before: 6 entries, followed by the next part.
SMILES,FECH block
COC(=O)c1cccc(CN2CCC(c3nc4c(C)cccc4[nH]3)CC2)n1,i
O=c1[nH]c2ccccc2cc1CN1CC[C@@H](c2ccc3c(c2)OCO3)[C@H](O)C1,i
Cc1cc(C)n(CCNC(C)COc2ccccc2)c(=O)n1 (configuration not stated),i
O=C(Nc1ccccc1Cl)C1CCN(c2ncnc3c2nc2n3CCCCC2)CC1,i
CCCc1cc(Sc2ccc(NC(=O)Nc3cc(Cl)ccc3C)cc2)n2ncnc2n1,i
COc1ccc(N2C(=O)CCS2(=O)=O)cc1S(=O)(=O)N1CCCC1,i
O=C(NCc1ccc(CN2CCCCCC2)o1)C1CCCN(c2ncnc3c2nc2n3CCCCC2)C1 (configuration not stated),i
COc1ccc(OC)c(NC(=O)CN2CCCN(Cc3cccc(F)c3)S2(=O)=O)c1,i
CN(C)CCNC(=O)c1[nH]cnc1C(=O)NC1CCCCC1,i
CC(=O)N1CCc2c(nc(-c3cccnc3)nc2NCCc2ncc[nH]2)C1,i
CSc1nc(Nc2cccc(F)c2)c(C#N)c(-c2ccccc2)n1,i
Cc1cccc(NCc2nc3nc4c(c(=O)n3[nH]2)CCC4)c1C,+
COc1ccccc1NS(=O)(=O)c1cc(-c2ccc(=O)[nH]n2)ccc1Cl,i
Cc1ccsc1CN(C)Cc1coc2ccccc2c1=O,i
O=C(c1cc(CN2CCOCC2)on1)N(Cc1ccccc1Cl)C1CC1,i
COc1ccc(-c2ccc(C3NCCc4[nH]cnc43)cc2)cn1 (configuration not stated),i
O=C(Nc1cc(F)ccc1F)c1ccc(=O)n(Cc2cccc(F)c2)c1,i
Cc1nc(-c2cccc(C(=O)NCCC3CCCN(C)C3)c2)no1 (configuration not stated),i
CCN(Cc1noc(C)n1)C(=O)CC1CCc2ccccc21 (configuration not stated),i
CCn1c(C)nnc1SCCNC(=O)c1csc(C)n1,i
CC(=O)Nc1ccc(S(=O)(=O)NCc2nc3cccnc3n2Cc2ccccc2)cc1,i
COc1ccc(CNc2nc3nc(CNc4ccccc4OC)cc(=O)n3[nH]2)cc1,+
COc1cccc(C(=O)N(Cc2nc3nc(C)cc(C)n3n2)c2ccccc2OC)c1,i
Cc1cccc(N(CC(=O)N(C)Cc2n[nH]c3c2CCCCC3)S(C)(=O)=O)c1,i
COc1ccc(-c2cc(C(=O)Nc3cccc(C)c3)[nH]n2)cc1S(N)(=O)=O,i
Cc1cc(C)n2nc(CN(C(=O)c3ccccc3F)c3ccc(F)cc3)nc2n1,i
Cc1cc(C)c(S(=O)(=O)N2CCN(c3nc(C)cc(Nc4ccccc4)n3)CC2)c(C)c1,i
CCCSc1ncc(CN2CCC3(CCC(=O)N(C)CC3)CC2)cn1,i
CC(C)c1cc(C(=O)N2CCCC(c3[nH]ncc3-c3ccccc3)C2)on1 (configuration not stated),i
CCCc1cnc(C)nc1-c1ccccc1CO,i
COCCc1noc(C2CCCCN2CC(=O)Nc2ccc(C)c(C)c2)n1 (configuration not stated),i
SMILES,FECH block
CCC(=O)Nc1ccccc1-c1nnc(SCC(=O)Nc2c(CC)cccc2CC)[nH]c1=O,i
Cc1nc2nc(-c3ccccc3)nn2c(Sc2ccccc2NC(=O)c2c(F)cccc2F)c1C,i
CCN(C1CCS(=O)(=O)C1)S(=O)(=O)c1cc(N2C(=O)CCS2(=O)=O)ccc1OC (configuration not stated),i
Cc1nn(C)c(C)c1CN(C(=O)c1cnn2ccn(C)c12)C1CC1,i
CN(C)c1nc(Nc2cccc(Cl)c2)c2cnn(-c3ccccc3)c2n1,i
CCOc1ccc(N(Cc2nc3nc(C)cc(C)n3n2)C(=O)Cc2ccccc2)cc1,i
CCOc1ccc(-c2nc(SCC(=O)Nc3cc(C)ccc3OC)n3[nH]c(=O)cc3n2)cc1,i
Cc1cc(NC(=O)CCC2CCCCC2)n(-c2ncnc3c2cnn3-c2cccc(Cl)c2)n1,i
CSCC(=O)N1CCOc2c(O)cc(-c3cccc(Cl)c3)cc2C1,i
Cc1cc(C)n(-c2cc(NCc3ccccc3Cl)ncn2)n1,i
Cc1ccc(CN2CCCN(CC(=O)NCc3ccc(Cl)cc3)S2(=O)=O)cc1,i
COc1ccc(Nc2cc(C)nc(N3CCN(S(=O)(=O)c4cc(C(C)C)ccc4C)CC3)n2)cc1,i
Cc1ccc(NC(=O)C2CCCCC2)cc1OCc1cc(=O)n2cccc(C)c2n1,+
COc1ccc(CC(=O)N(C)C2Cc3ccccc3C2)cc1OC,i
O=C(Cc1cccs1)NC1CC(=O)N(c2ccc(F)cc2)C1 (configuration not stated),i
Cc1ncn(Cc2nc(-c3cccc(Oc4ccccc4)c3)oc2C)n1,i
Cc1ccc(-n2ccnc2-c2ccc(C#CCCO)cc2)c(O)c1,i
CC1CCCCN1S(=O)(=O)c1ccc2c(c1)NC(=O)CC(=O)N2 (configuration not stated),i
Cc1ccc(C)c(OC(C)C(=O)NCc2nc(C)cc(=O)[nH]2)c1 (configuration not stated),i
Cc1cc(N(C)C)nc(Nc2ccc(NC(=O)c3ccccc3Br)cc2)n1,i
CCc1nc(CN2C(=O)NC(CC)(C3CCNCC3)C2=O)cs1 (configuration not stated),i
CS(=O)(=O)NC1CCN(C(=O)[C@H](N)c2ccccc2)CC1,i
CCCC(=O)Nc1cccc(C(=O)NCCc2nc(C)cc(C)n2)c1,i
O=C(CCC(=O)N1CCc2cc(S(=O)(=O)N3CCc4ccccc43)ccc21)N1CCCCCC1,i
COc1cccc(OC)c1-c1c(-c2ccccc2)ncn1CC1COCCO1 (configuration not stated),i
CC(C)Cn1cncc1CNc1nc(C(C)(C)C)nc2c1cnn2C,i
COc1ccc(CNS(=O)(=O)c2ccc3c(c2)CCN3C(=O)CCC(=O)N2CCOCC2)cc1,i
CC(C)c1cc(NC(=O)c2cccc(CN(C)CCO)c2)n(C)n1,i
NC1(C(=O)NCCCn2ncc3ccccc32)CC1,i
CC(C)c1cc(C(=O)N2CCC3(CC2)C(=O)NCCN3C)cs1,i

# Grouped by structure: the compounds so far containing a COOH group (two)
SMILES,FECH block
O=C(O)c1cc2n(n1)CCN(C(=O)c1ccc(Oc3ccccc3)o1)C2,i
O=C(O)c1[nH]ncc1CN1CCO[C@@H]2CCCC[C@H]21,i

# Three entries from above, ordered by heavy-atom count, largest number first.
SMILES,FECH block
COc1ccc(CNS(=O)(=O)c2ccc3c(c2)CCN3C(=O)CCC(=O)N2CCOCC2)cc1,i
Cc1cc(C)c(S(=O)(=O)N2CCN(c3nc(C)cc(Nc4ccccc4)n3)CC2)c(C)c1,i
COc1cccc(C(=O)N(Cc2nc3nc(C)cc(C)n3n2)c2ccccc2OC)c1,i
